5HT1E antag: blocks the human 5-HT1E serotonin receptor; CHO 5-HT1E Ga15 NFAT-bla reporter, FRET, antagonist; inhibition, % at 6 µM; 65,000 compounds, 0.99% hits;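 active = inhibition above a set limit, the mean inhibition across every tested compound plus 3 SD, cut at about 29% in these data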;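 note: signal is the 460 over 535 nm emission ratio of beta-lactamase substrate; 0% = agonist plus DMSO wells and 100% = wells without agonist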
MMP13 inh: blocks human MMP13 activity; P45452; MMP-13 fTHP FRET cleavage, Mca fluorescence; inhibition, % at 4 µM; 65,000 compounds, 0.07% hits;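 active = inhibition above the mean of compound-free control plate wells plus 3 SD, cut at about 14% in these data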;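 note: 0% = DMSO wells and 100% = wells with reference MMP-13 inhibitor after basal subtraction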
5HT1a antag: 5-HT1a (human) receptor antagonism; AID 612; 62,000 compounds, 0.68% hits; CHO 5-HT1a Ga15 NFAT-bla reporter, antagonist mode; inhibition, % at 10 µM; P08908;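 active = inhibition above the mean of all tested compounds plus 3 SD, cut at about 43% in these data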;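 note: receptor stimulated by 5-CT agonist at 100 nM near EC80; beta-lactamase reporter measured by ratiometric fluorescence of a cleavable substrate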
SF1 activator: SF-1 (human) activation | CHO-K1 Gal4-SF-1 LBD luciferase reporter; % increase over DMSO SF-1-specific signal | activation, % at 10 µM | 65,000 compounds, 1.9% hits;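 active = activation above the mean activation of all tested compounds plus 3 SD, cut at about 50% in these data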
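Assay system: CHO-K1 cells co-transfected with Gal4 DBD–human SF-1 LBD, 5xGal4 luciferase reporter / Input: 4,000 cells per well / Incubation: 20 h compound exposure at 37 °C after 1 h cell settling / Detection: SteadyLite luciferase luminescence / Control set: DMSO negative control and −SF1 background wells / Replication: one test per compound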
5HT1E ag: activates the human 5-HT1E serotonin receptor; activation, % at 6 µM; CHO 5-HT1E Ga15 NFAT-bla reporter, FRET; 0% DMSO wells, 100% control agonist wells; AID 574; 65,000 compounds, 0.69% hits;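 active = activation above a set limit, the screen-wide mean activation plus 3 SD, cut at about 8.5% in these data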;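 note: 100% = positive control agonist at 1 µM giving full maximal response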
tolC growth inh: blocks growth of E. coli BW25113 tolC mutant. OD615. growth inhibition, % at 10 µM (by protocol). 65,000 compounds, 2.2% hits;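 active = growth inhibition at or above a cutoff equal to the mean over every tested compound plus 3 SD, cut at about 60% in these data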;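 note: growth measured after 20 h incubation at 37 °C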
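signal = optical density read at 615 nm | test system = E. coli ΔtolC::kan strain BW25113 | timing = 20 h compound exposure of bacteria at 37 °C | buffer or medium = LB medium plus 50 µg/mL kanamycin | compound dosing = 10 µM final, single dose | evaluation = % inhibition of E. coli growth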
RORa activator: activates the human nuclear receptor RORA; P35398; CHO-K1 Gal4-RORA LBD luciferase reporter, luminescence; percent increase over mock-subtracted basal signal; activation, % at 10 µM; 65,000 compounds, 1.5% hits;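 active = activation above the mean of all tested compounds plus 3 SD, cut at about 49% in these data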;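 note: 0% = DMSO-treated RORA cells and 100% = added signal equal to DMSO minus mock-transfected cells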
Target sequence (P35398 whole entry, looked up, the tested form may be a part): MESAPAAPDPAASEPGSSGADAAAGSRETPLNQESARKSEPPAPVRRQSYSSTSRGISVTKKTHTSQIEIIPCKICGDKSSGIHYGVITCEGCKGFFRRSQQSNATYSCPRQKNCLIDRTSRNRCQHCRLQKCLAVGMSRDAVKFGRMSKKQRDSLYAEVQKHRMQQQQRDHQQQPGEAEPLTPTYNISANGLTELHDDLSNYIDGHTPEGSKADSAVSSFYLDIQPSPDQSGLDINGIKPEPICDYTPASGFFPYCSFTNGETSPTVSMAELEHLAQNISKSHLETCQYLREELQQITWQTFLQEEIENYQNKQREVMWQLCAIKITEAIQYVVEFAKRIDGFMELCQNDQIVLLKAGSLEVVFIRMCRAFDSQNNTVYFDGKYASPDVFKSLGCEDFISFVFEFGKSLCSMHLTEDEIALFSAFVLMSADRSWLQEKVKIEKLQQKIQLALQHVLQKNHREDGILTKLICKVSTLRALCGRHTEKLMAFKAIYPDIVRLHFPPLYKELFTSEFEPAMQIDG
NADH coupling: blocks coupling enzymes of NAD/NADH assays; coupled PK/LDH NADH assays, four targets; IC50, µM (highest dose often 10 µM), for the others: top-dose inhibition; 65,000 compounds, 0.02% hits; AID 774;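 active = single-dose screening hits from any of four coupled enzyme assays that gave an IC50 when retested across doses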;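 note: the DPM-DC format reads NADH fluorescence rather than 340 nm absorbance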
5HT1a ag: agonists of human 5-HT1a serotonin receptor. CHO 5-HT1a Ga15 NFAT-bla reporter, FRET ratio; 0% basal, 100% maximal reference agonist. activation, % at 10 µM. 65,000 compounds, 0.56% hits;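 active = activation above the screen-wide mean activation plus 3 SD, cut at about 19% in these data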;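 note: 0% = DMSO wells and 100% = 5-CT at EC100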
The depositor's hits bear a star; . = no result given; [ ] = dose if it differs, or a comment.

Compound | MMP13 inh | NADH coupling | 5HT1a antag | SF1 activator | 5HT1E ag | tolC growth inh | 5HT1a ag | RORa activator | 5HT1E antag
COc1ccc(C2NC3=C(CCC3)C3(C#N)C(OC)(OC)N=C(N)C23C#N)cc1 (centres undefined) | -16 | 3% | . | -8 | 0.0 | 12 | 3.1 | -21 | -153
COc1ccc2c(c1OC)C(=O)N1C2SC[C@H]1C(=O)NC1CC(C)(C)NC(C)(C)C1 (some centres undefined) | 7 | 9% | 2 | -4 | 0.2 | -20 | -2.1 | -8 | 6
CCOC(=O)c1cc(-c2ccccc2)sc1N | 4 | 4% | 8 | 31 | -0.6 | 22 | -3.6 | 28 | 2
CCOCCCNC(=O)c1ccc(CS(=O)(=O)Cc2ccc(C)cc2)o1 | 1 | 5% | 7 | -9 | -0.5 | -12 | -2.5 | -20 | 10
CCOc1ccccc1-n1c(SCC(=O)NC(C)(C)C)nnc1-c1ccoc1C | 2 | 6% | 19 | -5 | -0.5 | 10 | -1.3 | 9 | 0
CCOC(=O)c1oc2ccccc2c1CSc1nnc(-c2ccco2)o1 | 0 | 8% | 23 | -13 | 0.4 | 34 | -3.5 | 22 | 10
Brc1cnc(N2CCCC2)nc1N1CCCCC1 | -5 | 4% | -11 | -2 | 0.5 | 1 | 1.5 | -5 | 11
Clc1ccccc1Nc1c2c(nc3ncnn13)CCC2 | 3 | 5% | -4 | 2 | -0.4 | -11 | -4.1 | -14 | 4
COc1ccc(C(=O)N2CCC(n3c(C)nc4cc(F)ccc43)CC2)cc1OC | 6 | 7% | -2 | 2 | -0.8 | -5 | 1.1 | -4 | 1
CCCc1cc(=O)n2[nH]c(SCc3ccccc3)nc2n1 | -19 | 7% | -2 | 5 | 0.4 | 11 | -1.7 | 1 | 5
Cc1ccccc1N(CC(N)=O)S(C)(=O)=O | -4 | 1% | -10 | 5 | 0.9 | -10 | -3.0 | -9 | -11
CC(C)C(=O)N1CCN(c2ccccc2NC(=O)Cc2ccc(Cl)cc2)CC1 | 7 | 4% | 27 | 6 | 0.0 | 11 | -0.3 | -16 | 0
O=C(Cn1cccc1C(=O)c1ccccc1)NCc1cccs1 | 3 | 5% | 6 | 22 | 29* | 2 | -2.1 | -2 | 4
CCOC(=O)N1CCN(C(=O)C(NC(=O)C2CCC(C)CC2)C(C)C)CC1 (centres undefined) | 6 | 2% | 19 | 4 | 0.8 | -6 | -1.6 | 17 | 3
Cc1nc2ccccn2c1/C(O)=C1\C(=O)C(=O)N(CCN(C)C)C1c1cccnc1 (centres undefined) | -1 | 3% | -6 | -7 | -1.0 | -31 | -2.2 | -17 | -7
CNc1nnc(-c2ccncc2)s1 | -207[fluorescence artefact?] | 12%[fluoresces] | 3 | -4 | -0.6 | -20 | 0.0 | -1 | 1
COc1cc2nc(NC(=O)c3ccc(Cl)cc3)[nH]c(=O)c2cc1OC | -2 | 2% | -10 | 1 | -0.2 | -10 | -2.2 | -12 | 0
CC1=C(C(=O)NCc2ccc3c(c2)OCO3)C2(CCC(C)CC2)OC1=O (centres undefined) | -4 | 2% | 1 | 4 | 0.1 | 8 | -0.7 | -11 | -6
CCOC(=O)c1cc(-c2cccnc2)nn1-c1ccccn1 | -4 | 7% | -10 | -2 | 0.1 | -9 | -1.6 | 0 | 1
CC(=O)c1ccc(NC(=O)CSCCO)cc1 | 11 | 6% | 4 | 9 | -0.9 | -8 | 1.1 | 6 | -12

A section from the list above:
Compound | MMP13 inh | NADH coupling | 5HT1a antag | SF1 activator | 5HT1E ag | tolC growth inh | 5HT1a ag | RORa activator | 5HT1E antag
CCOC(=O)c1oc2ccccc2c1CSc1nnc(-c2ccco2)o1 | 0 | 8% | 23 | -13 | 0.4 | 34 | -3.5 | 22 | 10
Brc1cnc(N2CCCC2)nc1N1CCCCC1 | -5 | 4% | -11 | -2 | 0.5 | 1 | 1.5 | -5 | 11
Clc1ccccc1Nc1c2c(nc3ncnn13)CCC2 | 3 | 5% | -4 | 2 | -0.4 | -11 | -4.1 | -14 | 4
COc1ccc(C(=O)N2CCC(n3c(C)nc4cc(F)ccc43)CC2)cc1OC | 6 | 7% | -2 | 2 | -0.8 | -5 | 1.1 | -4 | 1
CCCc1cc(=O)n2[nH]c(SCc3ccccc3)nc2n1 | -19 | 7% | -2 | 5 | 0.4 | 11 | -1.7 | 1 | 5
Cc1ccccc1N(CC(N)=O)S(C)(=O)=O | -4 | 1% | -10 | 5 | 0.9 | -10 | -3.0 | -9 | -11
CC(C)C(=O)N1CCN(c2ccccc2NC(=O)Cc2ccc(Cl)cc2)CC1 | 7 | 4% | 27 | 6 | 0.0 | 11 | -0.3 | -16 | 0
O=C(Cn1cccc1C(=O)c1ccccc1)NCc1cccs1 | 3 | 5% | 6 | 22 | 29* | 2 | -2.1 | -2 | 4
CCOC(=O)N1CCN(C(=O)C(NC(=O)C2CCC(C)CC2)C(C)C)CC1 (centres undefined) | 6 | 2% | 19 | 4 | 0.8 | -6 | -1.6 | 17 | 3
Cc1nc2ccccn2c1/C(O)=C1\C(=O)C(=O)N(CCN(C)C)C1c1cccnc1 (centres undefined) | -1 | 3% | -6 | -7 | -1.0 | -31 | -2.2 | -17 | -7
CNc1nnc(-c2ccncc2)s1 | -207[fluorescence artefact?] | 12%[fluoresces] | 3 | -4 | -0.6 | -20 | 0.0 | -1 | 1
COc1cc2nc(NC(=O)c3ccc(Cl)cc3)[nH]c(=O)c2cc1OC | -2 | 2% | -10 | 1 | -0.2 | -10 | -2.2 | -12 | 0

Some of the entries above, reformatted:
Fields: MMP13 inh	NADH coupling	5HT1a antag	SF1 activator	5HT1E ag	tolC growth inh	5HT1a ag	RORa activator	5HT1E antag
COc1cc2nc(NC(=O)c3ccc(Cl)cc3)[nH]c(=O)c2cc1OC
 : -2	2%	-10	1	-0.2	-10	-2.2	-12	0
CC(C)C(=O)N1CCN(c2ccccc2NC(=O)Cc2ccc(Cl)cc2)CC1
 : 7	4%	27	6	0.0	11	-0.3	-16	0

The listing continues.
Compound | MMP13 inh | NADH coupling | 5HT1a antag | SF1 activator | 5HT1E ag | tolC growth inh | 5HT1a ag | RORa activator | 5HT1E antag
CCOC(=O)C1CCN(C(=O)COC(=O)CCOc2ccc(C)cc2)CC1 | 1 | 4% | -9 | 4 | -1.1 | -6 | -0.2 | -6 | -9
O=C(CCCn1c(=S)[nH]c2cc3c(cc2c1=O)OCO3)N1CCN(c2ccc(Cl)cc2)CC1 | -1 | 4% | -13 | -17 | 0.5 | 29 | 0.0 | 10 | -15
CCOC(=O)C(C)Sc1nnc(Cc2cc(=O)[nH]c(=O)[nH]2)n1-c1cccc(OC)c1 (centres undefined) | -6 | 3% | 8 | -11 | 0.3 | -9 | -4.7 | -18 | 0
Cc1ccc(C)c(NS(=O)(=O)c2c(C)ccc3nsnc23)c1 | 4 | 5% | 6 | 1 | 0.2 | 1 | -3.0 | -7 | -2
CCn1c(SCCOc2ccc(OC)cc2)nnc1C(CO)NC(=O)c1ccc(OC)cc1 (centres undefined) | -1 | 2% | -3 | -10 | 0.2 | 25 | 0.9 | -10 | 3
CCC(c1nnnn1CCOC)N1CCN(c2cccc(C(F)(F)F)c2)CC1 (centres undefined) | 1 | 9% | 14 | 10 | 3.0 | -7 | 2.4 | 0 | -6
CC(C)N(Cc1nc(-c2ccc(Cl)cc2)no1)C(=O)CN(C)S(=O)(=O)c1ccc(Cl)cc1 | 8 | 3% | -8 | 24 | 0.2 | 27 | -3.0 | 2 | 10
O=c1oc2ccccc2n1CCn1c2ccccc2c2nc3ccccc3nc21 | -4 | 8% | 16 | -18 | -0.1 | -16 | -5.0 | -3 | 2

Source: PubChem (several laboratories)
